# Screens as filed in PubChem BioAssay.
# MrgX1 PAM: human MrgX1 positive allosteric modulation, primary screen; Q96LB2; MrgX1-HEK293, Fluo-4 calcium flux, FDSS; hits give high values; B-score at 10 µM; 0.63% of 310,000 active; AID 588675;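 active = plate-corrected calcium response at least 3 library SD above typical, normal starting fluorescence, not activating the receptor alone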;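 note: compound read alongside a low EC10 to EC30 dose of BAM8-22 agonist; peak minus trough fluorescence over baseline measured at the second addition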
# TRPC6 activator: mouse TRPC6 channel activation; Q61143; HEK293-TRPC6 membrane potential dye fluorescence; hits give high values; B-score at 10 µM; 0.13% of 310,000 active;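 active = B-score of the integrated fluorescence ratio above library mean plus 3 SD, and starting fluorescence ratio within library mean plus 5 SD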;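 note: higher score means more depolarization so channel activation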
# Target sequence (Q61143 whole entry, looked up): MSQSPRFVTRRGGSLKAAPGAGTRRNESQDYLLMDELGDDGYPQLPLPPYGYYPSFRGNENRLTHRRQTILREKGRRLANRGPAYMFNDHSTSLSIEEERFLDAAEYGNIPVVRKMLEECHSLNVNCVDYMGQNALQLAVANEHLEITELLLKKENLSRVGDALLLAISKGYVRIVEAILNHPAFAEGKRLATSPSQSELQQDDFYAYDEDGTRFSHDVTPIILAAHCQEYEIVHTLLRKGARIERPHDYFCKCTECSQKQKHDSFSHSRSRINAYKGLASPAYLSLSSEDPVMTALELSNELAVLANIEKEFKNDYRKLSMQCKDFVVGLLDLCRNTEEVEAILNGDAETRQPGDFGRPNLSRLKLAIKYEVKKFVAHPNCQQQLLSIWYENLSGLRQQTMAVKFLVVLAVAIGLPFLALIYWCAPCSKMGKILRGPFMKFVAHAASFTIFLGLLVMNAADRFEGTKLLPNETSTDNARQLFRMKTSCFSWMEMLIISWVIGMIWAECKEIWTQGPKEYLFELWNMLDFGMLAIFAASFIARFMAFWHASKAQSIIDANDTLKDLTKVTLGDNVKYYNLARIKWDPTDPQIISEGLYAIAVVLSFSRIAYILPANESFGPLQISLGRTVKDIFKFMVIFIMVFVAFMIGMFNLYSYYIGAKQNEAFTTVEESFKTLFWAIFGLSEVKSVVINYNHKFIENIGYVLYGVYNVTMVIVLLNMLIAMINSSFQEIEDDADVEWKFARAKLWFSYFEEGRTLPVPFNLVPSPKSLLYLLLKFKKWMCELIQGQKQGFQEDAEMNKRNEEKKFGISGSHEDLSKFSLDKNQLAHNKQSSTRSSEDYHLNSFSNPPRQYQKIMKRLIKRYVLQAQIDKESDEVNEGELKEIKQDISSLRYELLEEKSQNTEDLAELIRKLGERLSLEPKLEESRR
# HIF activator: HIF pathway transcriptional activation; U2OS HRE-luciferase reporter, luminescence; normalized: DMSO 0%, desferrioxamine 100%; activation, % at 7.5 µM (by protocol); 0.32% of 300,000 active;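 active = mean activation of at least 10% of the iron chelator positive control signal, with at least half of replicates also reaching 10%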
# RGS4 block: inhibitors of human RGS4 | HEK293 M3R/RGS4 inducible, Fluo-4 calcium flux; hits give high values; triggered by carbachol at its EC20 | P49798 | B-score at 10 µM | 0.45% of 310,000 active;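 active = B-score, a plate-corrected calcium signal, over three deviations above library mean, with baseline fluorescence within five deviations of library mean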;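 note: RGS4 expression induced by doxycycline in cells with stable M3 receptor; B-score is computed from the integrated fluorescence ratio over baseline after carbachol; higher B-score means a larger calcium signal and so more RGS4 inhibition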
# MrgX1 ag: activates human MrgX1 receptor signaling. 0.44% of 310,000 active. Q96LB2. AID 588627. B-score at 10 µM. MrgX1-HEK293 cells, Fluo-4 calcium fluorescence, agonist mode; hits give high values;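 active = calcium response B-score plate-corrected fluorescence ratio at least 3 library SD, with starting fluorescence B-score inside 5 SD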
#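 System – MrgX1-expressing HEK293 cells · Incubation – cells plated overnight, dye loaded 0.5 h 37 °C, 0.5 h room temperature · Technique – kinetic Fluo-4 NW fluorescence of intracellular calcium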
# TRPC4 inh: blocks the mouse TRPC4 cation channel; Q9QUQ5; HEK293 TRPC4beta/mu-opioid, DAMGO-evoked Fluo4 calcium flux; hits give low values; B-score at 10 µM; 0.39% of 300,000 active; AID 2247;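 active = B-score over 3 SD under the library average, no early fluorescence shift, positive overall ratio signal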
#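 Assay system: TRPC4beta/mu-opioid receptor HEK293 cell line; compound dosing: single concentration per test compound; detection: Fluo4 Ca2+ flux fluorescence; evaluation: per-well B score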
# TRPC6 inhibitor: inhibitors of mouse TRPC6 channel; Q61143; HEK293-TRPC6, membrane potential dye, ACh-evoked depolarization; hits give low values; B-score at 10 µM; 1.1% of 310,000 active;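 active = B-score under library mean minus 3 SD, initial fluorescence not abnormally high, positive integrated signal ratio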;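 note: B-score derived from integrated fluorescence ratio over the kinetic read; more negative B-score means stronger inhibition of depolarization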
# SKKanGAS inh: SKKanGAS growth inhibition; S. pyogenes SKKanGAS, kanamycin growth, BacTiter-Glo, 6 h; inhibition, % at 7.5 µM; 1.3% of 300,000 active; AID 1662;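 active = mean replicate score, as percent of positive control median, at least 50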;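 note: strain carries kanamycin resistance gene driven by streptokinase promoter and grows in 40 µg/ml kanamycin; loss of luminescence reflects streptokinase promoter inhibition or plain growth inhibition; 0% = median of DMSO wells and 100% = positive control at its reference dose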
# Platelet DG rel: modulates dense granule release in human platelets; human platelet-rich plasma, SFLLRN dense granule ATP release, luminescence; inhibition, %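 (compounds screened at 7.5 µM in platelet-rich plasma)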; 0.22% of 300,000 active;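 active = mean replicate score, as percent of positive control, at or above 50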
# MrgX1 antagonist: blocks BAM8-22 activation of human MrgX1 receptor | Q96LB2 | MRGX1-HEK293 calcium flux, Fluo-4, BAM8-22 antagonism; hits give low values | B-score at 10 µM | 1.3% of 310,000 active | AID 588676;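 active = calcium-response B-score plate-corrected more than 3 library SD below zero, starting fluorescence within 5 deviations, no agonist response on first addition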;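 note: peak minus trough fluorescence over baseline after final BAM8-22 challenge near maximal dose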
# RGS4 act: RGS4 potentiation or activation | AID 463111 | B-score at 10 µM | 0.92% of 310,000 active | HEK293 M3R/inducible RGS4, carbachol calcium flux Fluo4; hits give low values;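 active = B-score of the integrated calcium signal more than 4 SD below the library mean, with starting fluorescence not abnormally high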;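 note: negative B-score means reduced calcium response which marks RGS4 activation or potentiation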
#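 System – HEK293 FlpIn-TREx cells, stable M3R, doxycycline-inducible RGS4 · Reagent – ECmax carbachol challenge · Times – compound preincubation 20 min at room temperature before agonist · Technique – Fluo4 fluorescence kinetic imaging of calcium · Measure – B score of integrated Fluo4 ratio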
# An asterisk follows results filed as active; i = inactive; · = not tested or not shown.
SMILES,MrgX1 PAM,TRPC6 activator,HIF activator,RGS4 block,MrgX1 ag,TRPC4 inh,TRPC6 inhibitor,SKKanGAS inh,Platelet DG rel,MrgX1 antagonist,RGS4 act
O=C(c1ccco1)N1CCN(Cc2nnnn2CC2CCCO2)CC1 (centres undefined),i,i,0.5,i,i,i,i,2,5,i,i
CCc1ccc(NC(=O)CN(C(=O)N2CCN(CC)CC2)S(=O)(=O)c2ccc(C)cc2)cc1,i,i,-0.3,i,i,i,i,23,3,i,i
COc1ccccc1CCn1cnc2c3cc(C)ccc3n(C)c2c1=O,i,i,0.3,i,i,i,i,-3,17,i,-7*
Fc1ccc2nc(Nc3ccccc3)sc2c1,i,i,4.0,i,i,i,i,-1,18,i,i
CC(C)C(OC(=O)c1ccco1)C(=O)NCc1cccs1 (centres undefined),i,i,0.4,i,i,i,i,-1,1,i,i
COc1ccc(NC(=O)c2ccco2)cc1S(=O)(=O)N1CCOCC1,i,i,-0.2,i,i,i,i,-2,0,i,i
CCOC(=O)C1=C(C)NC2=C(C(=O)CC(C)(C)C2)C1c1ccc2c(c1)CCCN2C (centres undefined),i,i,0.0,i,i,i,i,3,4,i,i
Cc1ccc(C)c(NC(=O)CN(C)C(=O)c2cccc(S(=O)(=O)N(C)C)c2)c1,i,i,-0.2,i,i,i,i,4,-3,-4.9*,i
Cc1ccc(S(=O)(=O)N2CCN(Cc3nc4ccccc4[nH]3)CC2)cc1C,i,i,-0.2,i,i,i,i,1,-3,i,i
Cc1ccc2[nH]c(=O)c(COC(=O)c3ccccn3)cc2c1,i,i,-0.2,i,i,i,i,-9,-5,i,i
O=C(Cc1ccccc1)Nc1nc(=O)c2ccccc2s1,i,i,-0.1,i,i,i,i,-9,2,i,i
CCCC(C(=O)NC1CCCC1)N(CCCN1CCOCC1)C(=O)c1snc(C(N)=O)c1N (centres undefined),i,i,0.5,i,i,i,i,0,1,i,i
O=C(CCn1nnc2ccccc2c1=O)N[C@@H](Cc1ccccc1)C(=O)O,i,i,-0.1,i,i,i,i,-6,7,i,i
Cc1ccc(NS(=O)(=O)c2cc(C(=O)Nc3cccc(N(C)S(C)(=O)=O)c3)ccc2C)c(C)c1,i,i,0.1,i,i,i,i,18,-2,i,i
Cc1cccc(NC(=O)NCc2ccc3c(c2)OCO3)c1C,i,i,0.1,i,i,i,i,2,6,i,i
Cc1ccc(C(=O)Nc2ccc3c(c2)nc2n3CCSC2)cc1,i,i,1.5,i,i,i,i,-2,2,i,i
COC(=O)c1ccccc1NC(=O)c1cn(-c2ccc(C)c(C)c2)c(=O)c2ccccc12,i,i,1.3,i,i,i,i,30,8,i,-11*
COc1cccc(NC(=O)N2CCCC2C(=O)NC23CC4CC(CC(C4)C2)C3)c1 (centres undefined),i,i,0.3,i,i,i,i,-2,-5,i,i
O=C(O)C1Nc2ccc(C(F)(F)F)cc2C2OCCC12 (centres undefined),i,i,2.3,i,i,i,i,1,4,i,i
CCOC(=O)Cn1c(-c2ccc(Cl)nc2)nc2ccccc21,i,i,-5.1,i,i,i,i,2,-6,i,i
O=C(CCCN1C(=O)/C(=C/c2ccc(F)cc2)SC1=S)NCCCn1ccnc1,i,i,-0.6,i,i,i,i,-8,5,i,i
CN(C)CCCNC(=O)/C=C/c1ccc(OCc2c(F)cccc2Cl)cc1,i,i,-0.4,i,i,i,i,10,3,i,i
CCc1ccccc1NC(=O)C1CCN(S(=O)(=O)c2ccc3c(c2)N(C(C)=O)CCO3)CC1,i,i,0.3,i,i,i,i,1,-7,i,i
COCCNC(=O)c1onc(CSc2cccc(C)c2)c1C(=O)O,i,i,0.1,i,i,i,i,2,-3,i,i
COc1ccc(CC(=O)NNC(=O)c2ccc(NC(C)=O)cc2)cc1,i,i,-0.2,i,i,i,i,-3,1,i,i
CCOC(=O)C(C(=O)OCC)C(C)(C)/C(C)=N\Nc1ccc([N+](=O)[O-])cc1[N+](=O)[O-],i,i,-1.2,i,i,i,i,4,-4,i,i
Cc1cc(NS(=O)(=O)c2ccc(Nc3nc(-c4ccc(O)cc4)cs3)cc2)no1,i,i,0.2,i,i,i,i,6,0,i,i
c1cnc2ccc(C(c3nnnn3C3CCCC3)N3CCN(c4nc5ccccc5s4)CC3)cc2c1 (centres undefined),i,i,·,i,i,i,i,·,·,i,i
COc1ccc(NC(=O)CN2C(=O)C(C)SC(C)C2=O)cc1 (centres undefined),i,i,0.2,i,i,i,i,5,9,i,i
O=C(NCC1CCCO1)C(=O)N/N=C/c1ccc(OCc2ccccc2Cl)cc1 (centres undefined),i,i,0.1,i,i,i,i,3,16,i,i

# Records above marked active in MrgX1 antagonist:
Compound | TRPC6 activator | RGS4 block | MrgX1 ag | TRPC4 inh | Platelet DG rel | MrgX1 antagonist
Cc1ccc(C)c(NC(=O)CN(C)C(=O)c2cccc(S(=O)(=O)N(C)C)c2)c1 | i | i | i | i | -3 | -4.9*

# Later entries
SMILES,MrgX1 PAM,TRPC6 activator,HIF activator,RGS4 block,MrgX1 ag,TRPC4 inh,TRPC6 inhibitor,SKKanGAS inh,Platelet DG rel,MrgX1 antagonist,RGS4 act
COC(=O)C1=C(C)NC(=O)NC1c1cc(Cl)ccc1OC (centres undefined),i,i,0.1,i,i,i,i,-2,1,i,i
O=C(Nc1ccc(F)cc1)c1sccc1SCc1cccc(C(F)(F)F)c1,i,i,-0.2,i,i,i,i,10,-6,i,i
Cc1ccc(Cn2cccc2/C=N/NC(=S)Nc2ccc(C)cc2)cc1,i,i,1.1,i,i,i,i,2,-16,i,i
Cc1cccc(CC2CC(=O)N(c3ncccn3)C2=O)c1 (centres undefined),i,i,-0.1,i,i,i,i,0,10,i,i
COCCn1c(-c2ccccc2Cl)nc2c(c(=O)c3ccccc3n2C)c1=O,i,i,0.4,i,i,i,i,7,10,i,i
COc1cc(OC)cc(C(=O)NCc2ccc3[nH]c(C)cc3c2)c1,i,i,0.3,i,i,i,i,4,5,i,i
CC1Oc2ccccc2N(CC(=O)Nc2ccccc2F)C1=O (centres undefined),i,i,-0.3,i,i,i,i,-4,5,i,i
CCCNC(=O)NC(=O)COC(=O)CC(NC(N)=O)c1ccc(Cl)cc1 (centres undefined),i,i,0.2,i,i,i,i,0,4,i,i
CCn1c(C(=O)N2CCc3ccccc3C2)cc2sccc21,i,i,0.3,i,i,i,i,10,-15,i,i
C=CCn1c(=O)/c(=C\c2ccccn2)s/c1=C(/C#N)C(=O)NCC1CCCO1 (centres undefined),i,i,0.5,i,i,i,i,-2,-1,i,i
O=C(CCC1CCCN(C(=O)c2cccnc2)C1)NCc1ccccc1F (centres undefined),i,i,0.1,i,i,i,i,1,13,i,i
Cc1cccc(-n2cnc3sc(C)c(C)c3c2=O)c1,i,i,-0.5,i,i,i,i,0,-3,i,i
NS(=O)(=O)c1ccc(N=Nc2c(O)[nH]c3ccc(Br)cc23)cc1,i,i,1.7,i,i,i,i,1,-7,i,i
Cc1ccccc1CSc1nnc(-c2cccs2)n1Cc1ccco1,i,i,-0.1,i,i,i,i,15,6,i,i
CCC(=O)Nc1ccc(Br)c(Cl)c1,i,i,-0.1,i,i,i,i,-8,-4,i,i
O=c1cc(CSc2ccccc2)[nH]c2ccccc12,i,i,-0.8,i,i,i,i,-3,6,i,i
CCc1nnc(NC(=O)CSc2nnc(-c3cc4ccccc4cc3O)n2CC)s1,i,i,0.0,i,i,i,i,-1,0,i,i
CCOCC(=O)N1CCC(Cc2ccccc2)CC1,i,i,0.2,i,i,i,i,1,9,i,i
O=C(COc1ccccc1Cl)NCCCNC(=O)c1ccco1,i,i,-0.5,i,i,i,i,-2,0,i,i
Clc1ccc(N/N=C/c2cccnc2)cc1,i,i,0.5,i,i,i,i,-4,-4,i,i
CCOC(=O)c1sc(NC(=O)CSc2nnnn2-c2ccc(C)cc2C)nc1C,i,i,-0.5,i,i,i,i,-1,7,i,i
O=C(CSc1n[nH]c(-c2cccs2)n1)N1CCN(S(=O)(=O)c2ccccc2)CC1,i,i,-0.2,i,i,i,i,3,-9,i,i
COc1cccc(/C=C(/C(=O)OCC(=O)NC2CCCCCCC2)c2ccccc2)c1,i,i,-0.5,5*,i,i,i,8,-4,i,i
O=C(Nc1cnn(Cc2ccccc2)c1)c1nc2ncccn2n1,i,i,1.0,i,i,i,i,1,-16,i,i
COC(=O)C1=C(C)NC2=C(C(=O)CCC2)C1c1cccs1 (centres undefined),·,i,-0.3,i,·,i,i,0,11,·,i
CCOc1ccccc1NC(=O)CCCN1C(=S)NC(C)(C)CC1C (centres undefined),i,i,-0.3,i,i,i,i,-1,13,i,i
CC1(C)Nc2ccccc2C(=O)N1NS(=O)(=O)c1ccccc1,i,i,0.1,i,i,i,i,22,-1,i,i
COc1ccc2cc(C#N)c(SCC(=O)NNC(=O)Cc3ccccc3)nc2c1,i,i,0.6,i,i,i,i,-3,2,i,i
COC(=O)CN1C(c2cccc(Cl)c2)=Nc2ccc(Cl)cc2C1c1ccccc1 (centres undefined),i,i,0.2,i,i,i,i,19,11,i,i
CSc1n[nH]c2nc3c(c(=O)n12)C1(CCCC1)Cc1ccccc1-3,i,i,-0.4,i,i,i,i,9,-8,-5.4*,i
O=C(Nc1ccc(F)cc1)C1C(c2ccccc2)C1(Cl)Cl (centres undefined),i,i,-1.6,i,i,i,i,1,0,i,i
O=C(CS(=O)(=O)c1cn(CC(=O)N2CCCC2)c2ccccc12)Nc1ccccc1F,i,i,-0.4,i,i,i,i,20,-4,i,i
COc1ccc(CC(=O)NNC(=S)Nc2ccc(Br)cc2)cc1,i,i,0.4,i,i,i,i,-1,6,i,i
CCOC(=O)C1CN(S(C)(=O)=O)c2cc(CC(=O)OC)ccc2O1 (centres undefined),i,i,-0.1,i,i,i,i,-4,11,i,i
O=C(/C=C/c1ccccc1Cl)NCc1cccs1,i,i,1.9,i,i,i,i,4,-5,i,i
C=CCOn1c(=O)c(-c2ccccc2)[n+]([O-])c2ccccc21,i,i,0.0,i,i,i,i,5,-6,i,i
CNC(=S)N/N=C/c1cc(Br)cc(Br)c1O,i,i,-0.2,i,i,i,i,35,-10,i,i
CCOc1ccccc1CN1CCC(N2CCC(C(=O)NC3CC3)CC2)CC1,i,i,0.4,i,i,i,i,0,5,i,i
